Source: PubChem
STAT1 activator: STAT1 signaling activators, primary screen, cell-based, HTS, luciferase reporter; activation (% of control), % at 5.5 µM; 200,000 compounds, 2.6% hits; NIH 3T3 STAT1-luciferase reporter, IFN-gamma, luminescence; 100% = IFN-gamma alone, no compound;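 active means activation above the screen-wide mean activation plus 3 SD, cut at about 130% in these data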;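 further: raw ratio to IFN-gamma control signal so 100% means no change and 0% no light; values of inactives mirror those of a sister screen read the other way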
G6PDH CS: L. mesenteroides G6PDH inhibitors, counter-screen for G6PDH-coupled screening assays, biochemical, Leuconostoc mesenteroides enzyme; Purified L. mesenteroides G6PDH, diaphorase/resazurin coupled fluorescence, 45 min; 200,000 compounds, 0.12% hits; inhibition, % at 5 µM; glucose-6-phosphate dehydrogenase [Leuconostoc mesenteroides]; AID 1020, 2008; in the data active means inhibition above about 50%
APP 5UTR inh: inhibitors of APP translation via 5'UTR reporter, primary screen, APP 5'UTR luciferase, SH-SY5Y cells; inhibition, % at 2 µM; 190,000 compounds, 0.82% hits; SH-SY5Y APP 5'UTR-luciferase reporter, luminescence;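 active means inhibition above a set limit, derived from the sample mean plus 3 SD, cut at about 45% in these data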; further: values of inactives mirror those of a sister screen read the other way
Hsp70 activator: Hsp70 transcriptional activators, primary screen, cell-based, HeLa, Hsp70 promoter luciferase, luminescence, 10 µM | HeLa Hsp70 promoter luciferase reporter; scaled: vehicle 0, proteasome-inhibitor control 100% | 200,000 compounds, 0.04% hits | activation, % at 10 µM;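 active means activation above the mean across all tested compounds plus 3 SD, cutoff set per campaign, cut at about 5.5% in these data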;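 further: 100% = MG132 at 30 µM as the positive control and 0% = DMSO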
STAT1 inh: STAT1 signaling inhibitors, primary screen, cell-based, HTS, luciferase reporter | NIH 3T3 STAT1-luciferase reporter, IFN-gamma, luminescence | inhibition, % at 5.5 µM | 200,000 compounds, 0.35% hits;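 active means inhibition above a set limit, the mean inhibition across all tested compounds plus 3 SD, cut at about 34% in these data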;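 further: 0% = IFN-gamma with DMSO and 100% = IFN-gamma with 300 µM nifuroxazide; values of inactives mirror those of a sister screen read the other way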
STAT3 inh: IL-6 driven STAT3 reporter inhibitors, primary screen, U3A cells, luciferase, luminescence, MLSCN library. IL-6 STAT3-luciferase reporter; host cell line lacks STAT1. inhibition, % at 5.5 µM. 190,000 compounds, 0.89% hits;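 active means inhibition above the mean inhibition across all screened compounds plus 3 SD, cut at about 44% in these data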;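 further: 0% = DMSO only wells and 100% = 100 µM nifuroxazide control wells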
STAT3 act: IL-6 driven STAT3 reporter potentiators, primary screen, U3A cells, luciferase, luminescence, MLSCN library; IL-6 STAT3-luciferase reporter; 100% = signal with IL-6 EC80 alone; activation (% of control), % at 5.6 µM; 190,000 compounds, 0.91% hits;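 active means activation above the screen-wide mean of compound activation plus 3 SD, cut at about 130% in these data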;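 further: 0% = background luminescence of wells with medium and substrate only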
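Test system: Human STAT1-deficient U3A cells with stable STAT3-luciferase reporter | Also added: Interleukin-6, 33 ng/mL | Timing: Compound pre-incubation 1 h before IL-6, then 6 h stimulation at 37 °C | Technique: Luciferase reporter luminescence | Read-out: Percent of IL-6-only median luminescence | Benchmarks: IL-6-only wells as 100% reference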
Diaphorase inh: diaphorase inhibitors and chemical oxidizers, primary screen, counter-screen for diaphorase-coupled primary assays, biochemical, uHTS, resorufin fluorescence; diaphorase resazurin-to-resorufin fluorescence, NADH, 16 min; bacterial (C. kluyveri) enzyme, not human; inhibition, % at 20 µM; 190,000 compounds, 0.69% hits;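 active means primary screen inhibition at 20 µM above a set limit, cut at about 50% in these data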;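 further: plate controls were DMSO with full reaction for no effect and wells lacking NADH for full effect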
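Test system: Clostridium kluyveri diaphorase enzyme / Quantity: diaphorase at 0.14 U/mL in enzyme working solution / Incubation: 16-min room-temperature incubation before reading / Benchmarks: NADH-free wells as positive control, DMSO-only neutral wells / Signal: resorufin fluorescence 544/590 nm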
Diaph act CS: compounds boosting diaphorase resazurin reduction – biochemical, uHTS, resorufin fluorescence, counter-screen for diaphorase-coupled primary assays, primary screen; activation factor at 20 µM; 190,000 compounds, 0.005% hits; Diaphorase/resazurin coupled assay, 16 min; stronger effect = higher value; 1 = vehicle wells, 0 = NADH-free wells;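 active means diaphorase activity raised at least twofold by the compound at 20 µM; inactive means activation factor below 2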
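Material: Clostridium kluyveri diaphorase, purified enzyme; Quantity: enzyme 0.07 U/mL final; Medium: HEPES pH 7.4 buffer with MgCl2 and Tween 20; Dosing: single compound dose of 20 µM, 1% DMSO final; Schedule: 16 min reaction at room temperature; Measured by: red resorufin fluorescence at 544/590 nm excitation/emission.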
TLR4-MyD88 BLA: inhibitors of TLR4-MyD88 association in cells, primary screen, cell-based, HeLa CL3-4, BLA complementation, FRET ratio; Toll-like receptor 4 (Homo sapiens) + Myeloid differentiation primary response protein …; HeLa CL3-4 TLR4/MyD88 BLA complementation; inhibition, % at 8.4 µM; 200,000 compounds, 0.18% hits; AID 861, 2007; in the data active means inhibition above about 25%;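 further: 0% = vehicle and 100% = reference inhibitor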
Target sequence (O00206 whole entry, looked up): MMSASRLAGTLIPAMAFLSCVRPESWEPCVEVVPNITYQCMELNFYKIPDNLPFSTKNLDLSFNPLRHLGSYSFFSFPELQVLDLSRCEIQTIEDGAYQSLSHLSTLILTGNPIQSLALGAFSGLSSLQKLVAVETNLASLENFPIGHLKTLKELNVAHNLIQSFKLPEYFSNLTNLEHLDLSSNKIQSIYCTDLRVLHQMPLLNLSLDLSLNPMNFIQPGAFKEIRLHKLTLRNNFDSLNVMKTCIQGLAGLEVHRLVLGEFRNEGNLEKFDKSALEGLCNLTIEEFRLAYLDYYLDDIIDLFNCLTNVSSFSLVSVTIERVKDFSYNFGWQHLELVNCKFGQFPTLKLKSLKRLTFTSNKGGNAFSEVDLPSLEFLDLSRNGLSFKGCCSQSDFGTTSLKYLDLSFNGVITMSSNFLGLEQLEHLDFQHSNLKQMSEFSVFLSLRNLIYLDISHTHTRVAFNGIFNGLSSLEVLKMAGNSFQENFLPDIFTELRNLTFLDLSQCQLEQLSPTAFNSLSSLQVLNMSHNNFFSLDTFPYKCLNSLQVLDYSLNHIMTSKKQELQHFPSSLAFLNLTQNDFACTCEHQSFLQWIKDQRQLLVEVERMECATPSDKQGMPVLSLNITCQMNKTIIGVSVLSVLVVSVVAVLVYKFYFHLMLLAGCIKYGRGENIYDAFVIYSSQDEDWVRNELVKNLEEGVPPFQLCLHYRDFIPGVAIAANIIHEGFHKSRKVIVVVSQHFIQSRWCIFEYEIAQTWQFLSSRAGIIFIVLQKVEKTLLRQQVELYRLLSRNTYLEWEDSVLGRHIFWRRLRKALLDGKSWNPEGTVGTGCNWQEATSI
Target sequence (Q99836 whole entry, looked up): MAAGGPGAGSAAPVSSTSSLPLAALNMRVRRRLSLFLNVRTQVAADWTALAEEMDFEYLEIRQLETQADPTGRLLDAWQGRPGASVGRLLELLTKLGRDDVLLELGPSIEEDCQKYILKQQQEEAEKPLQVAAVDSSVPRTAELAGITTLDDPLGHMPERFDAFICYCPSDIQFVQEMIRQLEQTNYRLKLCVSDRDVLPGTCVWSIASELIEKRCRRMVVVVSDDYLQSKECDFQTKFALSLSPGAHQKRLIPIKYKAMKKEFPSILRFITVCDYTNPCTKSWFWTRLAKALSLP
* = called active by the depositor; / = no result given.

SMILES	STAT1 activator	G6PDH CS	APP 5UTR inh	Hsp70 activator	STAT1 inh	STAT3 inh	STAT3 act	Diaphorase inh	Diaph act CS	TLR4-MyD88 BLA
Cc1ccc(S(=O)(=O)/N=C(\Nc2cc(C)on2)c2ccc(Cl)cc2)cc1	114	4	-10	-0.1	-15	9	95	4	1	5
CCOc1ccc2nc(C)cc(Nc3cccc([N+](=O)[O-])c3)c2c1	99	7	-26	-0.4	0	-3	104	4	1	-6
Cc1ccc(C(C(=O)NC2CCCC2)N2CCCC(C)C2)cc1 (configuration not stated)	100	-5	-3	-0.1	0	-1	105	11	0.9	-9
O=C(c1ccc(Cl)cc1)c1ccc(OCC(O)CN2CCOCC2)cc1 (configuration not stated)	93	6	-7	0.1	8	4	98	15	0.9	-8
Cc1ccc(C2C(C#N)=C(N)Oc3c2c(=O)n(C)c(=O)n3C)cc1 (configuration not stated)	98	5	-7	0.7	2	2	100	8	0.9	7
C=CCn1c(SCC(=O)Nc2c(C)cccc2C)nnc1-c1cnccn1	96	1	-4	0.2	5	14	91	22	0.8	-7
O=C(Cn1cnc2c(nnn2Cc2ccc(Cl)cc2)c1=O)N1CCCc2ccccc21	93	-2	2	-0.2	6	12	93	22	0.8	-10
O=C(CCc1nnc(CCCc2ccccc2)o1)NC(C1CC1)C1CC1	154*	9	-90	0.5	-60	-20	119	/	/	10
Cc1ccc2nc(-c3ccc(NC(=O)CN4C(=O)c5ccccc5C4=O)cc3)sc2c1	162*	14	-114	0.1	-69	4	98	5	1	-3
CCOc1ccc(C(=O)CCN2CCCCCC2)cc1	85	-4	19	0.3	17	17	94	12	0.9	6
CC(=O)N1[C@H](Cc2ccccc2)C=C[C@]1(C)C(=O)NCc1ccc(C)o1	106	28	-6	-0.3	-6	2	96	4	1	1
CCc1cc(/C(Cc2ccc3ccccc3n2)=N\O)c(O)cc1O	100	-5	-9	-0.4	0	14	93	24	0.8	3
Cc1ccnc(N/N=C/c2ccccc2)n1	145*	-12	-83	0.1	-50	0	96	4	1	-6
CCCCc1cc(=O)oc2cc(OS(C)(=O)=O)ccc12	107	-2	-4	-0.5	-7	-8	110	5	1	-10
Cc1cc(C)nc(NC2=NCCN2C(=O)NC2CCCCC2)n1	86	-5	18	0.2	15	0	104	6	0.9	8
S=c1[nH]cc(-c2ccccc2)n1-c1cccc(Cl)c1	102	-2	0	-0.5	-2	5	96	26	0.7	12
Cc1nn(-c2ccccc2)c(C)c1/C=C/C(=O)OCC(=O)Nc1ncc(C(F)(F)F)cc1Cl	93	0	-13	-0.2	8	6	100	13	0.9	1
CCOc1ccccc1OCCCC(=O)N1CCN(S(=O)(=O)c2cccc(F)c2)CC1	100	4	10	-0.1	-2	2	102	12	0.9	3
COCCNC(=O)c1cc(-c2ccccc2OC)on1	110	-1	-8	0.5	-11	13	94	26	0.7	1
Cc1cc(OCCCCCN2CCCC2)ccc1Cl	100	3	6	-0.3	0	14	95	11	0.9	1
N#Cc1c(-n2cccc2C=O)sc2c1CCCC2	101	5	-17	-0.4	-2	3	99	12	0.9	-7
C=CCn1c(C)cc(C(=O)CSc2nc(N)cc(N)n2)c1C	94	7	-3	-0.4	6	2	100	4	1	-4
COc1ccc(-c2csc(NC(=O)c3ccc(OCC(=O)N4CCOCC4)c(OC)c3)n2)cc1OC	98	-6	7	-0.4	2	7	94	23	0.8	1
Cc1ccc(CSCC(=O)N/N=C/c2sccc2C)cc1	91	2	-18	-0.3	10	7	97	15	0.9	-11
CCNC(=O)CSc1ncnc2sccc12	104	2	-12	-0.5	-5	11	95	9	0.9	-2

(further entries)
SMILES	STAT1 activator	G6PDH CS	APP 5UTR inh	Hsp70 activator	STAT1 inh	STAT3 inh	STAT3 act	Diaphorase inh	Diaph act CS	TLR4-MyD88 BLA
Cc1ccc(S(=O)(=O)CCc2nnc(NC(=O)CCl)s2)cc1C	94	11	-8	-0.2	5	8	97	8	0.9	-6
Cc1ccc(CNCc2cccnc2)cc1	101	16	-8	-0.3	-1	-9	109	10	0.9	-43
COc1ccccc1NS(=O)(=O)c1cc(NC(=O)Nc2ccc(Cl)cc2Cl)ccc1N1CCCCC1	97	1	-8	-0.1	4	-1	100	15	0.8	5
O=C(c1ccc(C(F)(F)F)cc1)c1c[nH]c(C(=O)NCCCn2ccnc2)c1	102	3	-12	0.2	-3	2	100	-4	1	0
CCc1cc2cc(OC)ccc2nc1SCC(=O)Nc1cc(OC)c(OC)cc1C(=O)O	102	9	7	-0.3	-4	-2	105	21	0.8	8
CCOC(=O)N1CCC2(CC1)C(C#N)=C(N)Oc1n[nH]c(CSc3ccc(C)cc3)c12	99	-6	6	0.1	1	-2	105	18	0.8	-1
CS(=O)(=O)N1CCCC(C(=O)NCCN2CCC(Cc3ccccc3)CC2)C1 (configuration not stated)	103	-24	-7	0.8	-3	6	98	9	0.9	11
Cc1ccc(S(=O)(=O)Nc2cc(C(=O)N3CCOCC3)ccc2N2CCCCC2)cc1	89	3	-1	-0.3	12	12	97	15	0.9	-27
N#Cc1c(/N=C/c2ccco2)sc2c1CCC2	116	9	-4	-0.3	-17	8	98	14	0.9	-3
Cc1ccc(NC(=O)COC(=O)c2cc(Cl)ccc2[N+](=O)[O-])c(C)c1	97	-2	-15	-0.5	3	12	91	2	1	5
Cc1ncc2c(c1OC(=O)c1ccc([N+](=O)[O-])cc1)COC(C)(C)OC2	93	8	-7	-0.3	8	2	103	3	1	-8
Cc1c(NC(=O)c2cnn3c2NC(c2ccccc2)CC3C(F)(F)F)c(=O)n(-c2ccccc2)n1C (configuration not stated)	98	10	-8	0.1	2	6	100	3	1	-4
O=C(NCc1ccncc1)c1ccc(Oc2ccccc2)cc1	89	5	5	0.0	11	31	75	-6	1.1	1
Cc1cc(NC(=O)CCCC(=O)Nc2ccc(F)cc2)no1	98	-12	-16	-0.1	2	-4	107	22	0.8	-2
Cc1cccc(C)c1N(CC(=O)N1CCN(c2ccccc2F)CC1)S(C)(=O)=O	93	-4	-5	0.0	6	-2	104	8	0.9	0
Cc1ccc2c(c1)-c1[nH]c(=S)ncc1CS2	100	-7	-15	0.0	-1	9	103	26	0.7	9
COc1ccc(OC(C)C(=O)N2CCCc3ccccc32)cc1 (configuration not stated)	96	17	-7	0.8	3	-20	125	3	1	5
O=C(ONc1ccc(N=NC(=O)c2ccccc2O)cc1)c1ccccc1	98	-33	-5	-0.4	2	14	91	47	0.5	-5
CCn1c(SCC(=O)Nc2nc(C)cs2)nnc1C(C)NC(=O)c1ccccc1 (configuration not stated)	96	0	-9	-0.2	4	-7	109	14	0.9	4
COC(=O)CC(c1ccc(F)cc1)n1c(C)ccc1C (configuration not stated)	87	8	-15	-0.1	13	7	98	16	0.8	-13
COc1ccc(-c2nc(NC(=O)c3nc4nccc(C)n4n3)sc2C)cc1	99	-2	-5	-0.1	2	7	101	23	0.8	-10
COc1ccc(S(=O)(=O)NCc2ccccn2)c(Cl)c1Cl	105	-15	-2	0.0	-5	-2	105	17	0.8	-5
CCCCn1c(C)cc(C)c(S(=O)(=O)c2ccccc2C)c1=O	97	-4	17	-0.4	2	-5	104	17	0.8	-9
COc1ccc(C(=O)NC(=O)COC(=O)C2COc3ccccc3O2)cc1 (configuration not stated)	98	6	13	-0.5	4	13	89	10	0.9	-1
COC(=O)CSc1ccc2c(N)c(C(=O)OC)sc2c1	97	1	-6	-0.3	1	18	88	22	0.8	6

Taken from above:
Cc1cccc(C)c1N(CC(=O)N1CCN(c2ccccc2F)CC1)S(C)(=O)=O – Hsp70 activator: 0.0
COc1ccc(OC(C)C(=O)N2CCCc3ccccc32)cc1 (configuration not stated) – STAT3 act: 125

Remaining list, next part
SMILES	STAT1 activator	G6PDH CS	APP 5UTR inh	Hsp70 activator	STAT1 inh	STAT3 inh	STAT3 act	Diaphorase inh	Diaph act CS	TLR4-MyD88 BLA
O=c1c2ccccc2ncn1Cc1nc2ccccc2s1	96	-8	1	-0.1	5	-8	112	19	0.8	18
CCOC(=O)c1c(C)c(C(=O)N2CCCCCC2)c(C)n1C	95	12	-1	-0.3	6	9	97	-8	1.1	-1
COCCNC(=O)/C(C#N)=C/c1ccc(C(=O)O)cc1	102	0	15	-0.4	-5	6	99	12	0.9	9
CC1=C/C(=N\OS(=O)(=O)c2ccccc2)C(C)=CC1=O	100	4	95*	0.3	-1	9	91	100*	0	-1
CCOC(=O)C1C(=O)C(C(=O)OCC)C(c2cccnc2)NC1c1cccnc1 (configuration not stated)	98	14	18	0.3	2	9	98	22	0.8	4
Cn1cnnc1SCC(=O)NCCc1ccccc1	108	4	-16	-0.4	-9	9	99	12	0.9	-7
O=C(CCSCCC(=O)Nc1c(F)c(F)c(F)c(F)c1F)Nc1c(F)c(F)c(F)c(F)c1F	100	2	12	0.0	-1	-10	109	2	1	-6
CCc1ccc2[nH]c3nc(SCC(=O)NNC(=O)c4ccc(C(C)(C)C)cc4)nnc3c2c1	113	-44	-12	-0.2	-9	-1	110	0	1	6
CCC(O)c1cc2c(cc1NC(=O)c1cccs1)OCCO2 (configuration not stated)	95	-4	2	-0.4	5	-10	112	7	0.9	1
O=C(COC(=O)c1ccccc1C(=O)c1ccccc1)Nc1cccc([N+](=O)[O-])c1	100	-4	-18	0.1	0	1	100	24	0.8	2
Cc1ccc(C23CC4CC(CC(CN)(C4)C2)C3)cc1	100	5	-9	-0.3	0	-3	102	-14	1.1	-10
Cc1cc(C)n2cc(CSc3nncn3C)nc2n1	100	-2	-6	-0.2	-1	7	98	14	0.9	12
COc1cc2c(cc1NC(=O)Cn1cnc3c1c(=O)n(C)c(=O)n3C)oc1ccccc12	97	-2	-4	-0.2	3	15	92	29	0.7	2
Cc1nc2c(cnn2-c2ccccc2)c(=O)[nH]1	111	1	0	0.1	-14	4	101	4	1	-21
c1ccc(N2CCN(c3ncnc4sc5c(c34)CCC5)CC2)cc1	104	0	9	-0.2	-5	2	101	16	0.8	-12
COCCCN1C(=O)/C(=C\c2ccc3c(c2)OCO3)C(C(=O)OC)=C1C	99	22	-6	-0.3	1	7	102	14	0.9	-17
